Screening data (PubChem BioAssay)
MOR-DOR inv ag: inverse agonists of human mu-delta opioid receptor heterodimerization; P35372+P41143; cell-based MOR-DOR heterodimer luminescence, inverse agonism; inhibition, % at 9.3 µM; 340,000 tested, 0.21% active; AID 504357; in the data active = inhibition above about 22%, passing the limit was not always enough;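 note: 0% = cells with DMSO and 100% = wells without cells with DMSO; values of inactives mirror those of a sister screen read the other way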
Target sequence (P35372 whole entry, looked up): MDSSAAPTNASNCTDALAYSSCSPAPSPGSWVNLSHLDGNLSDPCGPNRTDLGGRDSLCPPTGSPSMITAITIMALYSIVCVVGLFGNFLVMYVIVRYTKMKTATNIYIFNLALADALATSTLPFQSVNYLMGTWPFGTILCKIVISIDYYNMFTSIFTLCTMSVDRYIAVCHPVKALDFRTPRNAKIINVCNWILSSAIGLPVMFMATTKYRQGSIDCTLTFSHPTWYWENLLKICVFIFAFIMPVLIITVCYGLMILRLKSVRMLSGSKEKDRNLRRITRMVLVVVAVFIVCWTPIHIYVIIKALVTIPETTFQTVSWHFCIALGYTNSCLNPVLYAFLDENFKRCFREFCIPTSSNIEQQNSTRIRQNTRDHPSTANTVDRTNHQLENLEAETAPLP
Target sequence (P41143 whole entry, looked up): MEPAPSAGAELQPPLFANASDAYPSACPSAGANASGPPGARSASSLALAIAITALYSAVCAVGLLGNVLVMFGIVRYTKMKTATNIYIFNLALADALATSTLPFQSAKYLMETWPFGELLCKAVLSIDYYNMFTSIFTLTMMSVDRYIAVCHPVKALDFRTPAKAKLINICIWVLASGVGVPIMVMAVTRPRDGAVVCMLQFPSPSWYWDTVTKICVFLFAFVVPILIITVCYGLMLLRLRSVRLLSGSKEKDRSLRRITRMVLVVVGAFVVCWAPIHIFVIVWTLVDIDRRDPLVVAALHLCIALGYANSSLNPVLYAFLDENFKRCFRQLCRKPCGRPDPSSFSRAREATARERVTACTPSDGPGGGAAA
PfHsp90 yeast 2: growth inhibition of yeast expressing Plasmodium Hsp90 | S. cerevisiae expressing PfHsp90, BacTiter-Glo ATP, 48 h; yeast lacking PDR1 and PDR3 efflux regulators | AID 504621 | inhibition, % at 9.4 µM | 310,000 tested, 0.32% active;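 active = every replicate shows inhibition above about 80%, whatever the replicate mean, limit read from the data; inconclusive = mean inhibition reaches the set limit but some replicate falls short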;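 note: 0% = DMSO neutral controls and 100% = 20 µM radicicol positive controls; yeast relying on Plasmodium falciparum Hsp90 in place of its own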
PKA-R1A act: activators of PKA-R1A complex; P00514+P68181; PKA-R1A dissociation, Cy5-IP20 fluorescence polarization; scaled: DMSO 0%, 113 µM cGMP 100%; activation, % at 11.4 µM; 340,000 tested, 0.083% active;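 active = percent activation above the mean of all tested compounds plus 3 SD, cut at about 19% in these data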;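 note: higher means more PKAc released from R1A so a rise in polarization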
Mot1-301 SUMO: inhibitors of SUMOylation pathway: yeast Mot1-301 growth rescue; 320,000 tested, 1% active; growth rescue, % at 18.8 µM; AID 2716; S. cerevisiae Mot1-301 growth rescue, ATP luminescence, 38.5C; percent above DMSO median, 100 means doubled;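 active = every valid replicate shows activation above 250% relative to neutral control wells; inactive = the rest, any valid replicate at or below 250%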;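 note: OY570 slx delta 5 strain wells were the positive control but not used for scaling; some compounds called inactive have numbers as strong as hits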
PKA-R2B activ: activates the human PKA-R2B holoenzyme complex. P22694+P31323. PKA-R2B holoenzyme dissociation, Cy5-IP20 fluorescence polarization; R2B truncated from residue 108, S112A mutant; 0% DMSO only, 100% 113 µM cGMP. activation, % at 11.4 µM. 340,000 tested, 0.079% active. AID 504700;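 active = activation above a cutoff set at the mean over all compounds plus 3 SD, cut at about 18% in these data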;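 note: higher means more holoenzyme dissociation and a rise in polarization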
HTR5A inv ag: counter-screen for OPRM1-OPRD1 inverse agonists: human HTR5A inverse agonism; inhibition, % at 9.3 µM; HTR5A cell line, luminescence; 340,000 tested, 0.083% active; P47898; in the data active = inhibition mostly above about 23%, no sharp cut-off; inactive = mostly below about 18%;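 note: 0% = cells with DMSO and 100% = no-cell wells with DMSO; some compounds called inactive have numbers as strong as hits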
Target sequence (P47898 whole entry, looked up): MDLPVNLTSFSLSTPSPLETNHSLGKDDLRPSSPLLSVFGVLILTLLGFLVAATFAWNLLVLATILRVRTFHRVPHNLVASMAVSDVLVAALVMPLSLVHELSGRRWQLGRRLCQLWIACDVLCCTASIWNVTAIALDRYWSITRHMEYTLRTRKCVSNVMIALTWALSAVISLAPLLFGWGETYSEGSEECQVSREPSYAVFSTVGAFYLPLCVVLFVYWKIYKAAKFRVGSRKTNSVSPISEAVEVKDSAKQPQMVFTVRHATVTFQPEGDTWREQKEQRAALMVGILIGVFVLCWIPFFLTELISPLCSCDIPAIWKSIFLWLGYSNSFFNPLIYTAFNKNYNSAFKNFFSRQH
AddAB inh: less growth of phage-infected E. coli with AddAB. inhibition, % at 11.9 µM. AID 435030. E. coli expressing H. pylori AddAB, absorbance growth. 330,000 tested, 0.29% active; in the data active = inhibition above about 12%;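 note: 0% = vehicle wells of infected cells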
Ecoli viability: counter-screen for AddAB inhibitors: E. coli growth inhibition. E. coli V3065 growth, OD600 absorbance, 18 h. inhibition, % at 11.9 µM. 330,000 tested, 0.27% active;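 active = inhibition above the campaign's mean inhibition across all tested compounds plus 3 SD, cut at about 9.9% in these data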;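 note: uninfected addAB+ strain grown without phage in ampicillin broth; 0% = DMSO wells and 100% = ciprofloxacin 0.95 µg/ml wells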
Tat export inh: E. coli Tat transport inhibition | E. coli MC4100 TorA-mCherry Tat export, fluorescence | inhibition, % at 10 µM | 340,000 tested, 0.036% active | AID 488895;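 active = mean replicate inhibition at least 50% and at least half of replicates individually reaching 50%; inconclusive = only one of the two criteria met; inactive = neither criterion met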;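 note: exported cargo escapes ClpAP degradation while cytoplasmic cargo is degraded and loses fluorescence; 0% = median of neutral control wells and 100% = median of NaSCN control wells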
OPRM1-OPRD1 ag: OPRM1-OPRD1 heterodimerization agonism; cells, luminescence; 340,000 tested, 0.3% active; AID 504326; P35372+P41143; activation, % at 9.3 µM; in the data active = activation above about 18%;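 note: 0% = vehicle-treated cells and 100% = reference agonist; values of inactives mirror those of a sister screen read the other way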
phage Ecoli inh: E. coli growth loss with phage present; inhibition, % at 11.9 µM; growth absorbance; 360,000 tested, 0.26% active; in the data active = inhibition above about 11%
Numbers without * were called inactive; & = joins results of further samples.

Screening O=C(NC(Cc1ccccc1)C(=O)O)/C(=C/c1cccc(Br)c1)NC(=O)c1ccco1 (stereo not given) returned MOR-DOR inv ag 20, PfHsp90 yeast 2 -4, PKA-R1A act 7, Mot1-301 SUMO -10, PKA-R2B activ -12, HTR5A inv ag -6, AddAB inh 2.0, Ecoli viability -0.6, Tat export inh 6, OPRM1-OPRD1 ag -3.7 and phage Ecoli inh 1.2.
For CC(C)(C)OC(=O)N/N=C\c1ccc(OC(=O)c2ccco2)cc1 the results were MOR-DOR inv ag 11, PfHsp90 yeast 2 -4, PKA-R1A act -3, Mot1-301 SUMO 0, PKA-R2B activ -8, HTR5A inv ag 0, AddAB inh -2.0, Ecoli viability -0.1, Tat export inh 15, OPRM1-OPRD1 ag -2.0 and phage Ecoli inh 3.4.
CC(=O)Nc1ccc(-c2nc3ccccc3c(=O)o2)cc1 was read as MOR-DOR inv ag 4, PfHsp90 yeast 2 11, PKA-R1A act -4, Mot1-301 SUMO 113, PKA-R2B activ -5, HTR5A inv ag -18, AddAB inh 0.3, Ecoli viability -0.1, Tat export inh 10, OPRM1-OPRD1 ag -0.8 and phage Ecoli inh -0.1.
`COc1ccc(OCC(=O)NC2CCCN(Cc3ccc(Cl)cc3)C2)cc1` (stereo not given) gave MOR-DOR inv ag 3, PfHsp90 yeast 2 -5, PKA-R1A act -3, Mot1-301 SUMO 250, PKA-R2B activ 3, HTR5A inv ag 1, AddAB inh 3.2, Ecoli viability -2.2, Tat export inh 5, OPRM1-OPRD1 ag -0.5 and phage Ecoli inh 2.7.
For CC(C)N(Cc1ccccc1)C(=O)COC(=O)C1CCN(c2ccc(C(F)(F)F)cn2)CC1 the results were MOR-DOR inv ag 13, PfHsp90 yeast 2 -31, PKA-R1A act -1, PKA-R2B activ -2, HTR5A inv ag -18, Tat export inh 23, OPRM1-OPRD1 ag -2.3 and phage Ecoli inh -2.1.
Screening CCn1c(Cc2ccccc2)nnc1SCC(=O)Nc1ccc(OC)cc1 returned MOR-DOR inv ag -6, PfHsp90 yeast 2 8, PKA-R1A act 8, Mot1-301 SUMO -5, PKA-R2B activ 3, HTR5A inv ag 16, AddAB inh 0.1, Ecoli viability -0.2, Tat export inh -3, OPRM1-OPRD1 ag 1.0 and phage Ecoli inh 1.3.
`Cc1ccc(C(=O)OCC(=O)NCc2cccs2)cc1S(=O)(=O)N1CCOCC1` gave MOR-DOR inv ag 4, PfHsp90 yeast 2 -2, PKA-R1A act 4, Mot1-301 SUMO -9, PKA-R2B activ -5, HTR5A inv ag -14, AddAB inh 1.9, Ecoli viability 0.9, Tat export inh 4, OPRM1-OPRD1 ag -0.8 and phage Ecoli inh 1.6.
Screening Cc1ccc(C(=O)NC(C)c2ccccc2)o1 (stereo not given) returned MOR-DOR inv ag 7, PKA-R1A act 4, Mot1-301 SUMO 11, PKA-R2B activ 6, HTR5A inv ag 5, AddAB inh -0.3, Ecoli viability -1.5, Tat export inh -6, OPRM1-OPRD1 ag -1.5 and phage Ecoli inh 4.8.
For CN(c1ccccc1)S(=O)(=O)c1cccc(NC(=O)c2cncc(Br)c2)c1 the results were MOR-DOR inv ag -4, PfHsp90 yeast 2 -8, PKA-R1A act -17, Mot1-301 SUMO -6, PKA-R2B activ -4, HTR5A inv ag 1, AddAB inh 3.4, Ecoli viability 0.2, Tat export inh 5, OPRM1-OPRD1 ag 0.7 and phage Ecoli inh 2.4.
For O=C(COc1cccc(NC(=O)c2cccc([N+](=O)[O-])c2)c1)c1ccc(Br)cc1 the results were MOR-DOR inv ag -11, PfHsp90 yeast 2 -8, PKA-R1A act -20, Mot1-301 SUMO -11, PKA-R2B activ -8, HTR5A inv ag 4, AddAB inh 2.9, Ecoli viability 0.7, Tat export inh -3, OPRM1-OPRD1 ag 1.9 and phage Ecoli inh 3.3.
Cc1nnc(SCC(=O)NCc2ccccc2Cl)[nH]c1=O was read as MOR-DOR inv ag 2, PfHsp90 yeast 2 -11, PKA-R1A act -6, Mot1-301 SUMO active, PKA-R2B activ -8, HTR5A inv ag 3, AddAB inh -2.9, Ecoli viability -0.5, Tat export inh -5, OPRM1-OPRD1 ag -0.2 and phage Ecoli inh 6.0.
For O=C1c2ccccc2C(=O)N1CC#CCN1CCN(C2CCCCC2)CC1 the results were MOR-DOR inv ag 4, PfHsp90 yeast 2 7, PKA-R1A act 8, Mot1-301 SUMO -12, PKA-R2B activ 7, HTR5A inv ag -7, AddAB inh 3.5, Ecoli viability 0.0, Tat export inh 15, OPRM1-OPRD1 ag -0.9 and phage Ecoli inh 0.8.
CCCCn1nnnc1NCc1cccnc1 was read as MOR-DOR inv ag 10, PfHsp90 yeast 2 -19, PKA-R1A act -6, Mot1-301 SUMO -12, PKA-R2B activ 3, HTR5A inv ag -4, AddAB inh 0.6, Ecoli viability 0.0, Tat export inh -6, OPRM1-OPRD1 ag -2.3 and phage Ecoli inh 1.1.
For COc1ccc(N2C=C3C(=O)C(C)(OC(=O)CCc4ccccc4)C(=O)C=C3C=C2c2ccc(C#N)cc2)cc1 (stereo not given) the results were MOR-DOR inv ag -5, PfHsp90 yeast 2 11, PKA-R1A act 3, Mot1-301 SUMO 20, PKA-R2B activ 6, HTR5A inv ag -5, AddAB inh 2.1, Ecoli viability 0.7, Tat export inh -1, OPRM1-OPRD1 ag 1.1 and phage Ecoli inh 2.5.
Screening C[C@@H]1O[C@@H](Oc2c(-c3ccc(O)c(O)c3)oc3cc(O)cc(O)c3c2=O)[C@H](O)[C@H](O)[C@H]1O returned MOR-DOR inv ag 3&-2, PfHsp90 yeast 2 1&6, PKA-R1A act -4&2, Mot1-301 SUMO -14, PKA-R2B activ 3&-17, HTR5A inv ag 4&-8, AddAB inh -3.2, Ecoli viability -4.0, Tat export inh inconclusive, OPRM1-OPRD1 ag -0.6&0.4 and phage Ecoli inh 1.6&2.1.
`CCn1cc(CN2CCC(C(=O)Nc3ccc(Oc4cccnc4)cc3)CC2)c(C)n1` gave MOR-DOR inv ag 17, PfHsp90 yeast 2 10, PKA-R1A act 2, Mot1-301 SUMO 1, PKA-R2B activ 14, HTR5A inv ag 2, AddAB inh 1.8, Ecoli viability -0.7, Tat export inh -4, OPRM1-OPRD1 ag -3.2 and phage Ecoli inh 1.4.
COc1cc(OC)cc(C(=O)N(Cc2nc(-c3cccc(C)c3)no2)C(C)C)c1 was read as MOR-DOR inv ag 13, PfHsp90 yeast 2 -1, PKA-R1A act -9, PKA-R2B activ -7, HTR5A inv ag 4, Tat export inh 12, OPRM1-OPRD1 ag -3.2 and phage Ecoli inh 1.0.
`Cc1nc(C(=O)N2CCOCC2)sc1C1(C)CC(c2ccccc2)=NO1` (stereo not given) gave MOR-DOR inv ag 15, PfHsp90 yeast 2 13, PKA-R1A act 3, Mot1-301 SUMO -15, PKA-R2B activ 10, HTR5A inv ag 6, AddAB inh 5.0, Ecoli viability -0.5, Tat export inh -12, OPRM1-OPRD1 ag -2.7 and phage Ecoli inh 1.8.
For COc1ccccc1C(=O)N1CCCC(c2nc(-c3cc(OC)c(OC)c(OC)c3)no2)C1 (stereo not given) the results were MOR-DOR inv ag 6, PfHsp90 yeast 2 -22, PKA-R1A act -6, Mot1-301 SUMO -18, PKA-R2B activ 9, HTR5A inv ag -22, AddAB inh -0.9, Ecoli viability -1.3, Tat export inh -1, OPRM1-OPRD1 ag -1.1 and phage Ecoli inh 1.7.
`O=C(NC(=S)Nc1cccc(Cl)c1Cl)C1CC1` gave MOR-DOR inv ag -2, PfHsp90 yeast 2 -7, PKA-R1A act -6, Mot1-301 SUMO 22, PKA-R2B activ 1, HTR5A inv ag 15, AddAB inh -1.3, Ecoli viability -2.9, Tat export inh -8, OPRM1-OPRD1 ag 0.3 and phage Ecoli inh 2.8.
`O=C(CC(CC(=O)c1ccc(Cl)cc1)c1ccccc1C(=O)O)c1ccc(Cl)cc1` gave MOR-DOR inv ag 11, PfHsp90 yeast 2 -16, PKA-R1A act 3, Mot1-301 SUMO 10, PKA-R2B activ -7, HTR5A inv ag 8, AddAB inh -1.1, Ecoli viability 1.0, Tat export inh 5, OPRM1-OPRD1 ag -2.3 and phage Ecoli inh -2.2.
For Cc1ccccc1NC(=O)c1cccc(OCc2c(C)noc2C)c1 the results were MOR-DOR inv ag 13, PfHsp90 yeast 2 19, PKA-R1A act -3, Mot1-301 SUMO -5, PKA-R2B activ -3, HTR5A inv ag 3, AddAB inh 5.6, Ecoli viability 1.7, Tat export inh 9, OPRM1-OPRD1 ag -3.2 and phage Ecoli inh 0.4.
CCOc1c(Br)cc(CNc2ccc(N3CCN(C(C)=O)CC3)cc2)cc1OC was read as MOR-DOR inv ag -27, PfHsp90 yeast 2 28, PKA-R1A act 2, Mot1-301 SUMO -10, PKA-R2B activ 5, HTR5A inv ag -6, AddAB inh -1.0, Ecoli viability -3.1, Tat export inh 3, OPRM1-OPRD1 ag 5.5 and phage Ecoli inh 2.3.
For COc1ccc(C2C(C#N)=C(C)NC3=C2C(=O)CC(C)(C)C3)c(OC)c1 (stereo not given) the results were MOR-DOR inv ag 11, PfHsp90 yeast 2 -6, PKA-R1A act -10, PKA-R2B activ 7, HTR5A inv ag 1, AddAB inh -2.2, Ecoli viability -0.8, Tat export inh 0 and OPRM1-OPRD1 ag -1.9.
Screening Cc1ccc(S(=O)(=O)NCC(=O)Nc2ccc3c(c2)OCO3)cc1 returned MOR-DOR inv ag -4, PfHsp90 yeast 2 -11, PKA-R1A act -13, Mot1-301 SUMO 127, PKA-R2B activ 7, HTR5A inv ag 21, AddAB inh 3.4, Ecoli viability 0.4, Tat export inh 11, OPRM1-OPRD1 ag 0.6 and phage Ecoli inh 1.2.
For CCOC(=O)CCc1c(C)c2ccc(OCc3nn[nH]n3)c(C)c2oc1=O the results were MOR-DOR inv ag 15, PfHsp90 yeast 2 0, PKA-R1A act -9, Mot1-301 SUMO -14, PKA-R2B activ -8, HTR5A inv ag -4, AddAB inh -1.6, Ecoli viability -3.1, Tat export inh 10, OPRM1-OPRD1 ag -2.5 and phage Ecoli inh 2.8.
Screening O=C(NCc1ccco1)/C(=C/c1ccc(Br)cc1)NC(=O)c1ccco1 returned MOR-DOR inv ag -1, PfHsp90 yeast 2 -30, PKA-R1A act -11, Mot1-301 SUMO -1, PKA-R2B activ -8, HTR5A inv ag -14, AddAB inh 3.4, Ecoli viability 2.2, Tat export inh -10, OPRM1-OPRD1 ag 0.3 and phage Ecoli inh 1.7.
For Cc1oc2c(CN3CCCC3)c(O)ccc2c(=O)c1-c1ccc(Cl)cc1 the results were MOR-DOR inv ag 9, PfHsp90 yeast 2 -22, PKA-R1A act -9, Mot1-301 SUMO 28, PKA-R2B activ -3, HTR5A inv ag -13, AddAB inh 0.2, Ecoli viability -2.9, Tat export inh 0&3, OPRM1-OPRD1 ag -1.6 and phage Ecoli inh 1.1.
For CCC(Oc1ccccc1)C(=O)N1CCN(c2ccccn2)CC1 (stereo not given) the results were MOR-DOR inv ag 2, PfHsp90 yeast 2 11, PKA-R1A act -8, Mot1-301 SUMO -11, PKA-R2B activ 3, HTR5A inv ag 26, AddAB inh 2.7, Ecoli viability -0.7, Tat export inh 0, OPRM1-OPRD1 ag -0.3 and phage Ecoli inh 2.6.
